SRC1 TRFRET art – TR-FRET artefact, counter-screen to PPARgamma/SRC-1 agonist assay | actives 0.34% (n = 99,000) | TR-FRET ratio at 8 µM | TR-FRET detection artefact counter-screen, emission ratio; active compounds read high | AID 1051; in the data active = TR-FRET ratio above about 2300; note: inactives centre near 1800; reference of the scale not given here
SRC3 TRFRET art – flags TR-FRET format artefacts in PPARgamma SRC-3 recruitment agonist screen; TR-FRET artefact counter-screen, PPARgamma/SRC-3 format; active compounds read high; TR-FRET ratio at 8 µM; actives 0.39% (n = 99,000); in the data active = TR-FRET ratio above about 2000; note: inactives centre near 1600; reference of the scale not given here
The depositor's hits bear a star. A portion of the library (hit frequency here may not be typical).

Structure,SRC1 TRFRET art,SRC3 TRFRET art
Cc1cc(C)cc(N=Cc2[nH]c3ccc(Br)c(Cl)c3c2O)c1,1709,1439
CCOc1ccc(/C=C2/SC(=O)NC2=S)cc1,1600,1618
O=C(c1c[nH]c(C(=O)C(Cl)(Cl)Cl)c1)c1ccccc1Br,1764,1711
CN(C)/C=N/c1nc2nccc(-c3ccc(F)cc3)n2n1,1753,1349
CC(=O)NCc1ccc(S(=O)(=O)N/N=C/c2ccc(N(C)C)cc2)cc1,1653,1711
O=C(Nc1cccc(NC(=O)c2ncn[nH]2)c1)c1cccc(Cl)c1,1796,1325
COC(=O)C(Cc1ccc(O)cc1)NC(=O)C12CC3CC(CC(C3)C1)C2 (centres undefined),1741,1712
CCCCn1c(=O)c(CCC(=O)OCC(=O)NC(=O)NCCC(C)C)nc2ccccc21,1871,1402
S=C(NCC1CCCO1)N1CCN(c2nc(-c3ccc(Cl)cc3)cs2)CC1 (centres undefined),1760,1478
O=C(NC1CC1)c1ccc(-c2ccccc2)cc1,2130,1647
COc1ccc(OC)c(CN2C(=O)c3ccccc3C2C(=O)NCc2cccnc2)c1 (centres undefined),1701,1406
C=C(C)[C@@H]1CC=C(CN2CCC(N3CCC(C(=O)N4CCCC4)CC3)CC2)CC1,2016,1664
COc1ccc(C)cc1NC(=O)C1COc2ccccc2O1 (centres undefined),1709,1493
Fc1ccc2c(c1)C(c1ccncc1)=NNC(c1ccccc1)=N2,1907,1786
CCCSc1ccc(-c2nn(-c3ccccc3)cc2/C=C(/C#N)C(=O)N2CCOCC2)cc1,1629,1557
Cc1ccc(C)c(NCC(=O)NNC(=S)Nc2ccccc2)c1,1908,1677
Nc1c(C(=O)Nc2ccc(F)cc2)nnn1-c1cccc(C(F)(F)F)c1,1529,1690
NC(=O)C1CCN(c2nc(C3CC3)nc3c2nnn3Cc2ccccc2)CC1,1832,1592
NC(=O)CSc1nnc(Cn2c(=O)sc3ccccc32)n1CCc1ccccc1,1801,1604
CC(=O)Nc1cccc(/C(C)=N/NC(=S)NC(C)C)c1,1816,1433
O=C(NC1CCCCC1)c1ccc(Cl)c(NC(=O)c2ccccc2F)c1,1901,1589
COc1cccc(NC(=S)N(Cc2ccccn2)Cc2ccccc2Cl)c1,1967,1627
O=C(Nc1nnc(SCc2ccc(Cl)cc2)s1)C1CC(=O)N(Cc2ccccc2)C1 (centres undefined),1762,1543
CC(=O)NS(=O)(=O)c1ccc(NC(=O)COc2ccc(C(=O)c3ccccc3)cc2)cc1,1700,1575
CC1=C(C(=O)N2CCN(c3cc(C)ccc3C)CC2)C2(CCC(C)CC2)OC1=O (centres undefined),1750,1417

Filtered by structure: the compounds so far containing an aryl methoxy group
Structure,SRC1 TRFRET art,SRC3 TRFRET art
COc1ccc(OC)c(CN2C(=O)c3ccccc3C2C(=O)NCc2cccnc2)c1 (centres undefined),1701,1406
COc1ccc(C)cc1NC(=O)C1COc2ccccc2O1 (centres undefined),1709,1493
COc1cccc(NC(=S)N(Cc2ccccn2)Cc2ccccc2Cl)c1,1967,1627

Next compounds.
Structure,SRC1 TRFRET art,SRC3 TRFRET art
Cc1nn(CCCC(=O)Nc2ccc(Br)cc2F)c(C)c1[N+](=O)[O-],1821,1497
CCn1c(=O)c(=O)[nH]c2cc(C(=O)NC3CCCc4ccccc43)ccc21 (centres undefined),1511,1303
CN1C(=O)/C(=N\OC(=O)c2ccccc2Cl)c2ccccc21,1672,1624
C=C[C@]1(C)C[C@H]1[C@H](NP(=O)(c1ccccc1)c1ccccc1)c1ccccc1,1888,1377
O=C(NCc1ccco1)/C(=C\c1cccnc1)NC(=O)c1ccccc1F,1671,1522
CNC(=S)N1CCN(C(c2ccccc2)c2ccccc2)CC1,1886,1519
C/C(=N\NC(=O)COc1ccc(C(C)(C)C)cc1)c1ccccc1,1833,1505
Cc1cccc(C)c1NC(=O)C1(N(Cc2ccco2)C(=O)Cn2nnnc2N)CCCCC1,1901,1495
CNC(=O)c1cc(OCC(F)(F)F)ccc1OCC(F)(F)F,1683,1445
CC(=O)c1c(C)[nH]c(C(=O)Nc2cc(S(=O)(=O)N(C)C)ccc2C)c1C,1707,1475
CCOc1ccc(C(=O)Nc2nccs2)cc1[N+](=O)[O-],1532,1516
CCCNC(=O)Nc1ccc(F)c(Cl)c1,2059,1541
Cc1cc(C(F)(F)F)n2nc(-c3cnn(C)c3C(F)(F)F)c(Br)c2n1,1642,1643
O=c1c2ccccc2oc2nc(-c3cccs3)n(CCc3ccccc3)c(=O)c12,1787,1786
CN(CC(=O)Nc1ccc(Cl)cc1)CC(=O)Nc1cc(Cl)ccc1C#N,1831,1484
CCOC(=O)C1(Cc2cccc(OC)c2)CCCN(Cc2nccn2CC)C1 (centres undefined),1768,1610
Cn1cccc1C(=O)NC(=O)COC(=O)c1cc([N+](=O)[O-])ccc1Cl,1842,1784
C=CCNC(=O)/C=C/c1c(F)cccc1Cl,1987,1660
O=C(CCNS(=O)(=O)c1cccc2nonc12)NC1CCCCC1,1540,1520
COc1ccc(-c2cc(=O)oc3cc(OC(=O)C4CCCCC4)c(Cl)cc23)cc1,1687,1604
Cc1cccc(Nc2nc3c(s2)CCCC3)c1,1562,1505
COc1ccccc1/C=N/OC(=O)c1ccc(F)cc1,1831,1665
O=C(COC(=O)C1CC(=O)N(Cc2ccccc2)C1)Nc1ccc(Cl)cc1F (centres undefined),1872,1626
O=C(NCC1CC1)[C@@H]1C[C@H]1[C@@H](NP(=O)(c1ccccc1)c1ccccc1)c1ccccc1,1676,1359
CN1C(=O)c2ccc(NC(=O)CCS(=O)(=O)c3ccccc3)cc2C1=O,1683,1587

The listing continues.
The line under a structure holds: SRC1 TRFRET art	SRC3 TRFRET art
> CCCC(=O)Nc1cc(S(=O)(=O)N(CC)CC)ccc1Cl
  1756	1461
> COC(=O)c1c(NC(=O)c2cccnc2Cl)sc(C(=O)N(C)C)c1C
  2058	1726
> CC(C)=C1C2CCC1C(C(=O)Nc1cc(C)cc(C)c1)C2C(=O)O (centres undefined)
  1551	1369
> C=CCNC(=O)c1ccc2c(=O)n(CCCN3CCCC3=O)c(=S)[nH]c2c1
  1745	1599
> CC1(C)CC(=O)C2=C(C1)OC1=C(C(=O)CC(C)(C)C1)C2(C)C
  2157	1719
> CC(=O)C(Sc1nc(N(C)C)nc(N(C)C)n1)C(=O)Nc1ccccc1 (centres undefined)
  1936	1701
> C=CCn1c(N)cc(=O)nc1SCC(=O)Nc1ccc(C)cc1
  1776	1682
> S=c1[nH]nc(C2CCCCC2)n1/N=C/c1ccccn1
  1826	1539
> C#CCNC(=O)C1=C[C@H](C)[C@@H](CCCO)[C@H](OCC)O1
  1777	1638
> COc1ccc(-n2c(Cn3c(=O)sc4ccccc43)nnc2SC)cc1
  1647	1628
> Cc1ccccc1OCC(=O)N1N=C(c2cccnc2)CC1(O)C(F)(F)F (centres undefined)
  1804	1679
> Cc1cccc(OCCC(=O)Nc2ccc(F)c(Cl)c2)c1
  1829	1519
> CCN1CCN(c2ccc(NC(=O)CCc3c(C)nc4c(-c5ccc(F)cc5)c(C)nn4c3C)cc2)CC1
  1588	1659
> c1ccc(CSc2nnc3ccc(-c4cccs4)nn23)nc1
  1788	1696
> O=C(O)c1cccnc1Nc1ccc(Cl)cc1
  1734	1669
> Cc1ncc(CN2CCC(CO)(CCc3ccccc3)CC2)s1
  1552	1439
> Cc1ccc(/C=N/Nc2cccc(C(=O)O)c2)s1
  1883	1480
> COc1ccc(C2(O)CCN(CC(=O)Nc3nc(-c4ccccc4)cs3)CC2)cc1
  1492	1530
> O=C(O)C1CSC(c2coc3ccccc3c2=O)N1 (centres undefined)
  1671	1452
> CCOC(=O)N1CCN(C(=O)c2ccc(-n3c(C)ccc3C)cc2)CC1
  1629	1587
> Cc1ccc(C)c(NC(=O)c2cnc3n(c2=O)CCS3)c1
  1746	1683
> Cc1cc2ccccc2n2c(SCC(=O)N3CCOCC3)nnc12
  1794	1494
> COC(=O)N/N=C/c1cc(OC)c(O)c([N+](=O)[O-])c1
  1945	1813
> O=C(C1CC1)N1CCc2cc(Br)cc(S(=O)(=O)N3CCN(c4ccccn4)CC3)c21
  1692	1538
> CC1CN(C(=O)COC(=O)c2cccs2)CC(C)O1 (centres undefined)
  1823	1610
> CCOC(=O)C(NC(=O)c1ccccc1)(Nc1cccc(C)n1)C(F)(F)F (centres undefined)
  1826	1513
> N#CCc1nn2c3c(cnc2c1C#N)C(=O)CCC3
  1758	1509
> COC(=O)c1ccc(NC(=O)CSc2nnc(Cc3cccn3C)n2-c2ccc(F)cc2)cc1
  1365	1472
> O=C(c1nnc(Cc2ccc(Cl)cc2)o1)N1CCOCC1
  1760	1866
> O=C(CSCc1ccc(Br)cc1)N1CCCC1
  1858	1623
> C/C(=N\NC(=O)c1ccc(Cn2cc(Br)cn2)o1)c1cccc(NC(=O)C(C)(C)C)c1
  1892	1718
> Nc1nc2c(ncn2COC(CO)CO)c(=O)[nH]1
  1549	1550
> O=C(C(c1ccccc1)c1ccccc1)N1CCN(CCN2C(=O)c3cccc4cccc(c34)C2=O)CC1
  1799	1748
> CC(C)C(NC(=O)C(NC(=O)C1OC2OC(C)(C)OC2C2OC(C)(C)OC12)C(C)C)C(=O)O (centres undefined)
  1620	1344
> CC(=O)c1c(C)nc(-c2ccc(OCC(=O)Nc3cccc(C)c3C)cc2)n1O
  1687	1742
> Cc1ccc(C(=O)C(C)[n+]2cccc(C(N)=O)c2)cc1 (centres undefined)
  1749	1770
> CCCNC(=O)Nc1ccc(NC(C)=O)cc1
  1842	1624
> CCOC(=O)c1c(C)[nH]c(C(=O)Nc2ccc(C)c(Cl)c2)c1C
  1767	1424
> CCC(C(=O)Nc1ccc2c(c1)OCCO2)c1ccccc1 (centres undefined)
  1906	1594
> Cc1cc(C(=O)N2CCc3c([nH]c4ccccc34)C2c2c(F)cccc2Cl)no1 (centres undefined)
  1909	1583
> COc1ccc(NC(=O)Cn2cnc3c(nnn3-c3ccc(C)cc3)c2=O)cc1
  2001	1553
> O=C(O)C/C=C(/NC(=O)OCc1ccccc1)C(=O)OCc1ccccc1
  1956	1444
> O=C(CN1C(=O)c2ccccc2C1=O)Nc1ccc(S(=O)(=O)N2CCOCC2)cc1
  1623	1603
> COc1ccc(OC)c(NC(=O)CN(C)CC(=O)Nc2ccccc2Br)c1
  1873	1527
> COc1ccc(NC(C)=O)cc1NC(=O)c1ccc(C#N)cc1
  1920	1610
> Cc1ccc(S(=O)(=O)Nc2nc3ccccc3nc2NCc2ccc3c(c2)OCO3)cc1C
  1653	1338
> COc1ccc2nc(N=Nc3ccc(O)c4ccccc34)sc2c1
  1467	1458
> COCCNC(=O)/C(=C/c1ccccc1Cl)c1ccccc1
  1753	1490
> CCCCC(=O)NC(=S)Nc1cc([N+](=O)[O-])ccc1OC
  1790	1518
> COc1ccc(-c2cc(NCc3ccccn3)n3ncnc3n2)cc1
  1662	1671
> Cc1cccc(NC(=O)CSc2cc(C(=O)c3nccn3C)c3ccccc3n2)c1
  1762	1670
> CC1CCN(C(=O)c2cc(Cl)nc3ccccc23)CC1
  1664	1737
> CCCCn1c(=O)[nH]c(=O)c2c1nc(-c1ccc(OCCC)c(OCC)c1)n2CCOC
  1876	1520
> CC(C)(C)/C(Cn1cncn1)=N\OC(=O)Nc1ccc(Cl)cc1
  1899	1381
> CCCCC(=O)Nc1ccc(NC(=O)c2ccc([N+](=O)[O-])cc2)cc1OC
  2106	1701
> CNC(=S)N/N=C/c1c(C)nn(-c2ccc(F)cc2)c1Cl
  1828	1842
> COc1ccc(N=C2NC(=O)/C(=C\C=C\c3ccco3)S2)cc1
  1904	1567
> CC(=O)Oc1ccc(/C=N/NC(=S)Nc2ccccc2)cc1
  1817	1520
> O=C(CSc1ccccn1)Nc1ccc2c(c1)C(=O)c1ccccc1C2=O
  1686	1443
> Cc1cccc(C(=O)Nc2ccc(C(=O)/C=C/c3cccnc3)cc2)c1
  1858	1512

(cont.)
The line under a structure holds: SRC1 TRFRET art	SRC3 TRFRET art
> Cc1ccc(Nc2nnc(C3C(=O)N(C)C4(C)CC3c3cc(Br)ccc3O4)s2)cc1 (centres undefined)
  1746	1577
> O=c1c2ccccc2nc(SCc2cccc(F)c2)n1-c1cccc(S(=O)(=O)N2CCCC2)c1
  1647	1869
> CC1=Cc2ccccc2C(C#N)N1C(=O)c1ccccc1 (centres undefined)
  1408	1455
> CC(=O)NC(C)c1nc2ccccc2n1CC(=O)N1C(C)CCCC1C (centres undefined)
  1980	1429
> C/C(=N\NC(=O)c1cccc(N2CCCC2=O)c1)c1ccc(N)cc1
  1571	1722
> Cc1cc(C(F)(F)F)n2[nH]c(=O)c(N=Nc3ccccc3)c2n1
  1941	1805
> Fc1ccc(CSc2ncnc3ccccc23)cc1
  2043	1645
> O=[N+]([O-])c1cc(S(=O)(=O)N2CCOCC2)ccc1N1CCCC1
  1840	1629
> CN(C(=O)C(Cl)Cl)c1ccc(OC(=O)c2ccco2)cc1
  1889	1731
> O=C(C(=O)N1CCN(c2ccc(F)cc2)CC1)c1c[nH]c2ccccc12
  1807	1570
> Cc1ccc(C)c(Oc2ncnc(N)c2[N+](=O)[O-])c1
  1617	1460
> CC(C)(C)OC(=O)N/N=C\c1ccc[nH]1
  2041	1721
> CN(C)c1ccc(/C=N/n2c(COc3ccccc3)n[nH]c2=S)cc1
  1816	1679
> COc1ccccc1Oc1nc(C)c(C(C)=O)cc1C#N
  1996	1463

Three structures from above, ordered by formula weight, low to high.
The line under a structure holds: SRC1 TRFRET art	SRC3 TRFRET art
> Cc1ccc(C)c(Oc2ncnc(N)c2[N+](=O)[O-])c1
  1617	1460
> Cc1cc(C(F)(F)F)n2[nH]c(=O)c(N=Nc3ccccc3)c2n1
  1941	1805
> CN(C)c1ccc(/C=N/n2c(COc3ccccc3)n[nH]c2=S)cc1
  1816	1679
